FBW7 act = activators of human E3 ligase FBW7 | AlphaScreen FBW7–phospho-cyclin E peptide binding, activator screen | normalized activity (activation), % at 26.1 µM | actives 0.13% (n = 650,000) | AID 1259310; in the data active means normalized activity above about 1.9%;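 further: purified mutant Fbw7 with reduced substrate affinity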
GPR151 activ = activates the human receptor GPR151; Q8TDV0; activation, % at 11.2 µM; PathHunter beta-arrestin GPR151 cells, luminescence; actives 1% (n = 650,000); AID 1508602; in the data active means activation above about 4.9%;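 further: 0% = median of compound wells and 100% = cells with positive control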
Target sequence (Q8TDV0 whole entry, looked up): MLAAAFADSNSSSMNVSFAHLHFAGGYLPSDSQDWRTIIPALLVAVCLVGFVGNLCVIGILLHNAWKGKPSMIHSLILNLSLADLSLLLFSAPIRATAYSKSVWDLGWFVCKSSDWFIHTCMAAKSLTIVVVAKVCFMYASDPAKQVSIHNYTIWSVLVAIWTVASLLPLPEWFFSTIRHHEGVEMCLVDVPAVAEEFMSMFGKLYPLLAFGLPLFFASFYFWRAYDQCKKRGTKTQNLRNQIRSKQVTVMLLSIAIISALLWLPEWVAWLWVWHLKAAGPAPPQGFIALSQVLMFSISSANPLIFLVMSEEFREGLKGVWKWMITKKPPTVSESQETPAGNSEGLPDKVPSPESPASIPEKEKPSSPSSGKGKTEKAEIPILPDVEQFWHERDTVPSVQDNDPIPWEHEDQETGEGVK
TEAD-YAP block = TEAD-YAP interaction inhibition; HEK-TIYL cells, TEAD-Gal4/YAP UAS-luciferase luminescence; inhibition, % at 9.12 µM; actives 1.4% (n = 640,000); in the data active means inhibition above about 32%;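 further: 0% = median of test compound wells and 100% = reference inhibitor wells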
MITF primary = blocks human microphthalmia-associated transcription factor | O75030 | AlphaScreen MITF homodimerization, bead proximity signal | inhibition, % at 2.6 µM | actives 0.91% (n = 650,000) | AID 1259374; in the data active means inhibition above about 50%;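 further: 0% = vehicle wells with protein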
Target sequence (O75030 whole entry, looked up): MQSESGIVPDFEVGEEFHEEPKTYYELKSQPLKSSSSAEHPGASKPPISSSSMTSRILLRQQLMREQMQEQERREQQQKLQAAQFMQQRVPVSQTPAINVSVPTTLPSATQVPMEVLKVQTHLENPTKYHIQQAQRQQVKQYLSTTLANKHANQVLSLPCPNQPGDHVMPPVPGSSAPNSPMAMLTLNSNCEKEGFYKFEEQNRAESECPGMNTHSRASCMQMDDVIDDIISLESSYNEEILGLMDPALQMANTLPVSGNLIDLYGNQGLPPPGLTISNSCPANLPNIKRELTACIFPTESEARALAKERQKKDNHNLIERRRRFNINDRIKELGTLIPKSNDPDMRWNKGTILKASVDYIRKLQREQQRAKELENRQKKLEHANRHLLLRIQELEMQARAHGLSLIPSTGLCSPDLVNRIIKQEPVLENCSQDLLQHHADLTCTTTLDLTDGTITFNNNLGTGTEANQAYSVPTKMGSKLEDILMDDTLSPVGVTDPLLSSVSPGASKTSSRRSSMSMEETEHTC
An asterisk follows results filed as active.

No.	compound	FBW7 act	GPR151 activ
1	NS(=O)(=O)c1ccc(NC(=S)NC(=O)C23CC4CC(CC(C4)C2)C3)cc1	0.0	0.1
2	CCCCOc1ccc(-c2nc(C=Nc3ccc4c(c3)OCCO4)c(O)o2)cc1	0.1	0.1
3	CC(=O)c1cccc(N2Cc3ccccc3C2=NC(=O)COc2ccc(C#N)cc2)c1	0.5	-0.5
4	COC(=O)CNC(=O)c1ccc(S(=O)(=O)N2CCOCC2)cc1	0.0	1.6
5	O=C(Nc1sc2c(c1C(=O)N1CCCCC1)CCCC2)c1ccccc1F	0.0	1.1
6	CCOC(=O)C1=C(C)NC(=S)NC1c1ccc(Br)cc1 (centres undefined)	-0.1	0.3
7	O=C(Nc1cccc(Cl)c1Cl)N[C@H]1C[C@H]2C(=O)N[C@@H](CO)C(=O)N2C1	1.0	-0.4
8	COC(=O)COc1ccc(S(=O)(=O)Nc2ccc(Cl)cc2C)cc1	0.2	0.6
9	Cc1[nH]c(=O)[nH]c(=O)c1S(=O)(=O)N1CCCc2ccccc21	0.5	-0.5
10	Fc1ccc(-c2cnc3ccc(NCc4cccs4)nn23)cc1	0.1	0.0
11	COc1ccc(C2(C(=O)NC(c3ccccc3OC)c3nccn3C)CC2)cc1 (centres undefined)	0.2	-1.4
12	O=C(NCCNC(=O)c1cncc(O)c1)c1cncc(O)c1	0.0	2.5

No.	TEAD-YAP block	MITF primary
1	-34	-4
2	-5	-8
3	-25	49
4	-4	1
5	7	0
6	-5	-5
7	-4	5
8	8	-3
9	4	7
10	-4	-16
11	7	21
12	-5	5

Carrying on:
No.	compound	FBW7 act	GPR151 activ
13	CN(C)CCCNC(=O)c1c(O)c2cccc3c2n(c1=O)CCC3	-0.3	1.4
14	O=C(NC(=O)c1ccccc1Cl)Nc1cc2cc([N+](=O)[O-])ccc2oc1=O	0.0	-0.1
15	O=C(COc1ccccc1Br)N1CCN(c2ccccc2)CC1	0.1	0.2
16	COc1ccccc1Nc1nc2ccccc2n2cnnc12	0.1	-0.8
17	Fc1ccccc1Nc1ccc2c(cnn2-c2cccc(-c3ncn[nH]3)c2)c1	-0.1	-0.8
18	Cc1ccc(-n2c(=O)[nH]c3c(C(N)=O)nc(C(C)C)nc32)cc1	-0.2	0.2
19	C#CCOc1c(I)cc(/C=C(\C#N)c2nn(CCO)c(N)c2C#N)cc1OC	0.1	-0.1
20	O=C1N=C(N2CCN(c3ccc([N+](=O)[O-])cc3)CC2)S/C1=C/c1ccc(O)cc1	0.0	-0.2
21	Cc1sc2nc(SCC(=O)NCc3ccccc3)n(-c3ccccc3)c(=O)c2c1C	-0.1	0.8
22	C=CCOC(=O)C1=C(C)Nc2nnnn2C1c1ccc(SC)cc1 (centres undefined)	-0.4	-0.3
23	CCOC(=O)c1ccc(N2Cc3ccccc3C2=NC(=O)c2ccncc2)cc1	-0.1	-1.7
24	O=C(Cn1nc(C(F)(F)F)c2cccn2c1=O)NCc1ccc(F)cc1	0.0	0.8

No.	TEAD-YAP block	MITF primary
13	-4	-12
14	5	8
15	3	14
16	-5	0
17	-38	20
18	9	10
19	4	0
20	8	17
21	-2	-8
22	-7	-11
23	-37	3
24	3	3

Remaining list, next part.
No.	compound	FBW7 act	GPR151 activ
25	CC(=O)Nc1ccc2nc(SCc3cccc(F)c3)sc2c1	-0.3	-1.5
26	Cc1ccc(CN2C(=O)CCC2CCNCc2ccccc2)o1 (centres undefined)	0.0	-0.9
27	CCCn1c(SCC(=O)c2ccccc2)nnc1-c1ccco1	-0.1	-0.5
28	O=C(Cc1ccc(F)cc1)Nc1ccc(Nc2cc(-n3ccnc3)ncn2)cc1	0.2	-2.0
29	O=C(NC1CC1)c1ccc(-c2nc(NCCN3CCOCC3)c3ncn(C4CCCCC4)c3n2)cc1	0.0	0.0
30	COCC(=O)Nc1ccc2nc(N3CCCCC3)cc(C)c2c1	-0.2	0.4
31	Nc1cc(C(=O)Nc2ccccc2C(=O)O)ccc1Cl	0.3	-2.2
32	CCc1nc(-c2ccc(N3CCN(C(=O)C(C)(C)C)CC3)nc2)no1	1.1	-1.7
33	COc1ccc(-c2nn(CN3CCN(C)CC3)c(=S)o2)cc1OC	-0.1	-0.9
34	Cc1cccc(OCc2nc(-c3ccc([N+](=O)[O-])cc3)no2)c1C	0.0	2.4
35	c1cnc(N2CCN(c3ncnc4sccc34)CC2)nc1	0.2	-0.2
36	CCCCOc1ccc2ccccc2c1C1NC(=O)N(C)C(C)=C1C(=O)OC (centres undefined)	-0.1	1.9

No.	TEAD-YAP block	MITF primary
25	-63	-5
26	-8	-4
27	-9	-3
28	13	10
29	12	17
30	-52	-5
31	12	2
32	-11	7
33	-1	-2
34	9	4
35	18	5
36	-10	8

The results go on:
No.	compound	FBW7 act	GPR151 activ
37	CCn1c(COc2ccc(Cl)cc2)nnc1SCC(=O)NC(C)(C)C	0.1	-1.2
38	CCOC(=O)c1ccc(Oc2nc(N(C)C)nc(N3CCOCC3)n2)cc1	-0.1	1.7
39	CCOC(=O)C1(CCc2ccccc2)CCN(C(=O)C2CC(=O)Nc3ccccc32)CC1 (centres undefined)	0.0	-0.5
40	CCN(CC)C(=O)C1=C(C)NC(=S)NC1c1ccc(C)s1 (centres undefined)	-0.2	0.9
41	CC(=O)c1ccc(NC(=S)NC(=O)COc2ccccc2)cc1	-0.3	-1.4
42	CCC(C)C(=O)Nc1nc2c(s1)C(=O)CC(C(=O)N(C)C(C)C)C2 (centres undefined)	0.2	-1.5
43	CC(C)c1nn2c(=O)c(C(c3ccc([N+](=O)[O-])cc3)c3c(O)nc4sc(C(C)C)nn4c3=O)c(O)nc2s1	0.2	1.5
44	CC(Oc1ccc(Cl)cc1)C(=O)NNC(=O)c1ccc(F)cc1 (centres undefined)	0.0	-0.6
45	CC(=O)N/C(=C\c1ccccc1)C(=O)NCC1CCCO1 (centres undefined)	0.0	0.8
46	COc1cc(C(=S)N2CCCCC2)ccc1OC(=O)c1ccc(Cl)cc1	-0.1	0.5
47	CCCn1nnnc1NC(=O)c1cccc(Cl)c1	-0.9	0.4
48	CCOc1ccc(NC(=O)C2c3cccc[n+]3CC(=O)N2c2ccc(OC)cc2)cc1 (centres undefined)	-0.1	0.6

No.	TEAD-YAP block	MITF primary
37	-4	24
38	1	-6
39	6	9
40	-2	-10
41	-5	7
42	-29	8
43	1	4
44	-2	5
45	-6	15
46	-2	4
47	16	-3
48	-21	2

(list continues)
No.	compound	FBW7 act	GPR151 activ
49	COc1cc(/C=C(/C#N)S(=O)(=O)c2ccccc2)ccc1OC(F)F	0.0	-0.7
50	CCOC(=O)c1c(NC(=O)C(C)Sc2nnc(CNC(=O)c3ccco3)n2-c2cc(C)ccc2C)sc2c1CCC2 (centres undefined)	-0.2	-0.5
51	O=C(Nc1cc2cc([N+](=O)[O-])ccc2oc1=O)c1cccs1	0.0	0.7
52	CC1=C(C#N)C(c2ccccc2OC(C)C)C2=C(CC(c3ccc(Cl)cc3)CC2=O)N1 (centres undefined)	0.0	-0.6
53	Cc1cccc(N2C(=O)NC(=O)/C(=C\c3cccc(O)c3)C2=O)c1	-0.3	0.5
54	O=C(CSCc1ccccc1)Nc1ccc(F)c([N+](=O)[O-])c1	0.0	2.2
55	Cc1cccc(Cn2c(N3CCN(C)CC3)nc3c2c(=O)[nH]c(=O)n3C)c1	-0.1	-0.5
56	O=C(COc1ccccc1[N+](=O)[O-])Nc1nncs1	-0.2	-0.4
57	CCOc1ccc(N(CC(=O)NCCCN(C)C)S(C)(=O)=O)cc1	0.2	-0.3
58	CCOc1ccc(-c2ncn(CC(=O)NN)c2[N+](=O)[O-])cc1	0.1	0.6
59	CC(=O)c1c(C)[nH]c(C(=O)OCC(=O)Nc2ccc(C)cc2[N+](=O)[O-])c1C	-0.1	0.7
60	c1ccc(C2CCCN2c2nc3nonc3nc2N2CCSCC2)nc1 (centres undefined)	0.1	0.0

No.	TEAD-YAP block	MITF primary
49	0	16
50	-6	-7
51	7	8
52	15	14
53	-3	4
54	6	10
55	-8	3
56	-11	12
57	-4	4
58	7	5
59	5	-8
60	3	11

The list continues:
No.	compound	FBW7 act	GPR151 activ
61	O=C(NCCc1ccccc1)c1ccc(Cn2c(=S)[nH]c3cc4c(cc3c2=O)OCO4)cc1	0.1	0.2
62	N#C/C(=C\c1c(Oc2ccccc2F)nc2ccccn2c1=O)C(=O)NCc1ccccc1	0.0	-5.8
63	Cc1cc(OCC(=O)NCc2ccc(F)cc2)ccc1Cl	0.0	6.1*
64	O=C1CC(N2CCN(Cc3ccc(Cl)cc3)CC2)C(=O)N1c1ccc(OC(F)(F)F)cc1 (centres undefined)	0.4	1.1
65	OCCC1CN(Cc2cccc(F)c2)CCN1C1CCCC1 (centres undefined)	0.1	1.0
66	Cc1ccc(C(=O)Cn2cncn2)cc1	-0.1	1.9
67	CCCCn1c(SCC(=O)NNC(=O)CC)nc2c1c(=O)n(C)c(=O)n2C	0.6	-0.2
68	Nc1nonc1-n1nnc(C(=O)N/N=C/c2cccs2)c1CN1CCc2ccccc21	-0.2	1.5
69	Cc1cccc(N2CCN(S(=O)(=O)c3ccc(F)c(C(=O)Nc4ccc(Cl)cc4C(F)(F)F)c3)CC2C)c1 (centres undefined)	0.1	3.7
70	N#C/C(=C/c1ccc2c(c1)OCO2)c1ccc(F)cc1	0.0	0.2
71	CCc1ccc(C2C=C(c3ccc(C)c([N+](=O)[O-])c3)Nc3nnnn32)cc1 (centres undefined)	0.0	-1.2
72	N#C/C(=C\c1ccc(OCC(N)=O)cc1)C(=O)Nc1ccc([N+](=O)[O-])cc1Cl	-0.1	-1.3

No.	TEAD-YAP block	MITF primary
61	-22	14
62	2	-4
63	2	7
64	4	10
65	9	15
66	4	2
67	6	-3
68	-1	-6
69	7	16
70	-45	-14
71	6	5
72	1	-3

Next section:
No.	compound	FBW7 act	GPR151 activ
73	O=S(=O)(NCc1ccccc1)c1ccc(-c2ccc(S(=O)(=O)NCc3ccccc3)cc2)cc1	-0.1	2.5
74	Cc1ccccc1C(O)(C(=O)N=c1ccccn1O)c1ccccc1C	-0.1	-0.2
75	NCCCC[C@@H]1NC(=O)[C@@H]2C[C@H](NC(=O)c3ccc(Cl)c(Cl)c3)CN2C1=O	0.8	-0.4
76	Cc1cc(OCC(O)CN2CCCCC2C)cc(C)c1Cl (centres undefined)	0.1	-2.1
77	Oc1ccc(/C=N/N/C(=N/c2ccccn2)c2ccccn2)c(O)c1	-1.7	-4.3
78	COc1cccc(CNC(=O)C2CCCN2C(=O)OCc2ccccc2)c1 (centres undefined)	-0.1	1.3
79	COc1ccc(NC(=O)CSc2nnc(C(F)(F)F)n2C)cc1	-0.2	-0.1
80	CCC(C)Sc1nnc(-c2c[nH]c3ccccc23)n1CCOC (centres undefined)	0.1	-0.7
81	NC(=O)c1ccccc1NC(=O)c1ncoc1-c1cccc(F)c1	0.0	-0.8
82	Cc1ccc(OC(=O)Nc2cccc3c(NC(=O)Oc4ccc(C)c(C)c4)cccc23)cc1C	0.5	0.2
83	CCCNC(=O)Cn1c(=O)n(Cc2cccs2)c2ncccc21	0.0	-0.3
84	O=S(=O)(Cc1ccccc1)c1nc2ccccc2n1Cc1ccc(Cl)c(Cl)c1	0.1	2.4

No.	TEAD-YAP block	MITF primary
73	3	-5
74	1	8
75	-25	10
76	13	17
77	59*	45
78	0	7
79	-1	3
80	-2	3
81	-14	-1
82	-4	11
83	0	11
84	4	-1

Some of these compounds in order of molar mass, highest first:
No.	compound	FBW7 act	GPR151 activ
73	O=S(=O)(NCc1ccccc1)c1ccc(-c2ccc(S(=O)(=O)NCc3ccccc3)cc2)cc1	-0.1	2.5
84	O=S(=O)(Cc1ccccc1)c1nc2ccccc2n1Cc1ccc(Cl)c(Cl)c1	0.1	2.4
80	CCC(C)Sc1nnc(-c2c[nH]c3ccccc23)n1CCOC (centres undefined)	0.1	-0.7
81	NC(=O)c1ccccc1NC(=O)c1ncoc1-c1cccc(F)c1	0.0	-0.8
76	Cc1cc(OCC(O)CN2CCCCC2C)cc(C)c1Cl (centres undefined)	0.1	-2.1

No.	TEAD-YAP block	MITF primary
73	3	-5
84	4	-1
80	-2	3
81	-14	-1
76	13	17

The list continues.
No.	compound	FBW7 act	GPR151 activ
85	COc1ccc(C(=O)CCC(=O)NCC2Cc3cc(F)cc(-c4cncnc4)c3O2)cc1 (centres undefined)	0.0	0.7
86	CC(=O)N1CCc2cc(Br)cc(S(=O)(=O)NCCN3CCCC3)c21	0.1	2.7
87	COc1ccc(-c2c3c([nH]c(=S)c2C#N)CCCC3)cc1	-0.1	0.7
88	COc1ccc(-c2[nH]nc3c2C(c2cc(OC)c(OC)c(OC)c2)C(C#N)=C(N)O3)cc1 (centres undefined)	-0.2	-0.3
89	Cc1ccc(C2(c3ccc(C)cc3)CC2C(=O)Nc2cccnc2)cc1 (centres undefined)	1.0	2.9
90	Cc1nc(N2CCN(c3ccccn3)CC2)c2c(C)c(C(=O)N3CCN(c4cccc(Cl)c4)CC3)sc2n1	-0.1	0.3
91	Cc1ccc2c(c1)CCCN2CC(=O)N(C)c1c(N)n(Cc2ccccc2)c(=O)[nH]c1=O	-0.2	-0.2

No.	TEAD-YAP block	MITF primary
85	7	12
86	0	4
87	-7	4
88	2	3
89	10	6
90	-19	-11
91	7	7

Screens: PubChem, The Scripps Research Institute Molecular Screening Center
